# From PubChem
# Granule exo inh: LAMP-1 surface exposure blockers, TALL-104 cells – cell-based, flow cytometry, MLPCN library, primary screen | AID 651702, 2012 | 360,000 tested, 0.66% active | inhibition, % at 10 µM | TALL-104 LAMP-1 surface exposure; cells stimulated with thapsigargin and PMA;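 active means inhibition above about 55%, limit read from the data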
# N-glyco inh: increase of ERlucT glycosylation luciferase signal, primary screen, N-linked glycosylation inhibitor project, D54 ERlucT cells, luminescence, set 2 | D54 ERlucT glycosylation luciferase reporter, 24 h; percent of 100 nM tunicamycin response | reporter increase, % at 12.5 µM | 360,000 tested, 0.23% active | AID 588692, 2011;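 active means mean luciferase reporter signal, scaled so untreated is 0 and the glycosylation-blocking control 100, at or above a set limit in every replicate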;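 further: luciferase carries N-glycosylation sites so blocking glycosylation raises the light; 0% = median of neutral control wells and 100% = median of 100 nM tunicamycin wells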
# iPSC survival up: enhancers of single-cell hiPSC survival, primary screen, ATPlite luminescence. survival enhancement, % at 20 µM. 100% = ROCK inhibitor wells, 0% = DMSO. AID 602274, 2012. 360,000 tested, 0.044% active; in the data active means survival enhancement above about 18%;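 further: cells exposed to compounds for 16 hours before the ATP read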
# ABHD5-PLIN5 inh: ABHD5-PLIN5 interaction inhibitors, primary screen, cell lysate, split luciferase complementation, luminescence | Perilipin-5 (Homo sapiens) + 1-acylglycerol-3-phosphate O-acyltransferase ABHD5 (Homo … | Split G. princeps luciferase complementation, 4 h | inhibition, % at 4 µM | 360,000 tested, 0.78% active | AID 602281, 2012;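 active means inhibition above the mean inhibition across every tested compound plus 3 SD, cut at about 22% in these data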;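 further: 0% = DMSO only wells and the 100% control is not disclosed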
# ABCB6 inh MLPCN: ABCB6 transporter inhibitors, primary screen, K562-ABCB6 cells, flow cytometry, MLPCN library; K562-ABCB6 porphyrin accumulation, 1 h; hits give low values; fluorescence ratio to DMSO, % at 10 µM; 360,000 tested, 0.19% active;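 active means fluorescence ratio to DMSO below 75%, the collection mean minus 3 SD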;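 further: signal is porphyrin accumulated inside mitochondria; 100% equals median channel fluorescence of DMSO control wells; lower ratio means ABCB6 inhibition with less porphyrin fluorescence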
# m5-HT2A agonist: mouse Htr2a agonists via beta-arrestin recruitment, primary screen, cell-based, luminescence | 5-hydroxytryptamine receptor 2A (Mus musculus), P35363 | CHO-K1 mHTR2A beta-arrestin complementation; percent of 30 µM serotonin response | activation, % at 7.6 µM | 360,000 tested, 0.66% active | AID 624169, 2012;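 active means activation above a run cutoff, the mean activation of all tested compounds plus 3 SD, cut at about 14% in these data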;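 further: 0% = plate median of compound wells and 100% = 30 µM serotonin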
# Target sequence (P35363 whole entry, looked up): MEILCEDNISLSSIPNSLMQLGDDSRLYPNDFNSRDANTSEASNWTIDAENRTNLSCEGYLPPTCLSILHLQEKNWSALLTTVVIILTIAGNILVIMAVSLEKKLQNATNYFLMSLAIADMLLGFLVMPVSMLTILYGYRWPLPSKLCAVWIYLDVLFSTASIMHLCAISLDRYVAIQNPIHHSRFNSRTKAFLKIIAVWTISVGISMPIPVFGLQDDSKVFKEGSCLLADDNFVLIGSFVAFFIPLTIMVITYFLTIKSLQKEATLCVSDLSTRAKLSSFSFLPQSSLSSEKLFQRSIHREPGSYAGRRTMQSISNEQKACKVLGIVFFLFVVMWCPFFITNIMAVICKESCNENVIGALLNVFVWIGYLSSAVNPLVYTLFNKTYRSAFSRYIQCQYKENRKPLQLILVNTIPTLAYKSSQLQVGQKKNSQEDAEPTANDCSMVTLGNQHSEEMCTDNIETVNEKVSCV
# MC4R antagonist: MC4R antagonists of cAMP signaling, primary screen, cell-based, TR-FRET, antagonist arm of biased-ligand search; inhibition, % at 6.5 µM; Melanocortin receptor 4 (Homo sapiens), P32245; MC4R-expressing cells, MTII-stimulated cAMP, LANCE TR-FRET; 360,000 tested, 0.48% active; AID 540295, 2011;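 active means inhibition above its plate's cutoff, the mean of tested wells on that plate plus 3 SD, cut at about 29% in these data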;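 further: 0% = Melanotan II alone and 100% = Melanotan II plus saturating MCL0020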
# Target sequence (P32245 whole entry, looked up): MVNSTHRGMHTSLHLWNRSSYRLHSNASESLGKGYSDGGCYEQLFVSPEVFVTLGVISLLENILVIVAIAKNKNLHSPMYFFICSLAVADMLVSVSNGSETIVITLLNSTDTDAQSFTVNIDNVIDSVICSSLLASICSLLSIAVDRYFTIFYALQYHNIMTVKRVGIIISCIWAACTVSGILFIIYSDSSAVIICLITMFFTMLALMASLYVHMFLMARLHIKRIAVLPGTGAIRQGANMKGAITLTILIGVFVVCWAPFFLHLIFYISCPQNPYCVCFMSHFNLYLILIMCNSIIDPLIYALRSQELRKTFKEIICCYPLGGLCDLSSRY
#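 Assay system: human MC4R-expressing U2OS cells; reagent: Melanotan II stimulation of cells; dosing: 6.5 µM single dose; timing: compound 30 min, challenge 1 h, detection 1 h; signal: TR-FRET cAMP assay; replicates: one well per compound, no replicates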
# Cardio protect: cardioprotection against H2O2-induced cell death, primary screen, uHTS, H9c2 cells, ATPLite luminescence. H9c2 cardiomyocytes, H2O2 injury protection, 2 h. protection from H2O2 cell death, % at 20 µM. 360,000 tested, 0.63% active. AID 588492, 2011;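 active means compounds giving at least 50% protection of heart cells from peroxide-induced death in the single-dose screen, raw or plate-pattern-corrected value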;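 further: 0% = DMSO wells with peroxide and 100% = DMSO wells without peroxide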
# aDG glyco act: activators of alpha-DG glycosylation, primary screen, uHTS, Pro5-aDG cells, AlphaScreen. 360,000 tested, 0.22% active. alpha-DG glycosylation AlphaScreen (IIH6); 0% Pro5, 100% B10-LARGE cell signal. activation, % at 10 µM;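 active means activation of at least 8% versus controls, or a plate z-score of at least 8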;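 further: Pro5 are CHO cells carrying HIG-tagged alpha-DG that lacks glycosylation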
# MC4R barr agon: MC4R agonists recruiting beta-arrestin, primary screen, cell-based, luminescence, agonist arm of biased-ligand search; U2OS MC4R beta-arrestin complementation; percent of melanotan II response, DMSO zero; Melanocortin receptor 4 (Homo sapiens), P32245; 360,000 tested, 0.98% active; activation, % at 8.9 µM;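 active means activation above a per-plate cutoff, the mean activation of sample wells on that plate plus 3 SD, cut at about 8% in these data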
# Numbers without * were called inactive.
SMILES,Granule exo inh,N-glyco inh,iPSC survival up,ABHD5-PLIN5 inh,ABCB6 inh MLPCN,m5-HT2A agonist,MC4R antagonist,Cardio protect,aDG glyco act,MC4R barr agon
CCN(CCCNC(=O)CN(C)S(=O)(=O)c1cccc2nsnc12)c1ccccc1,4,1,2.2,3,95,-2,1,0,-0.2,-1.6
CC(CCc1ccccc1)NC(=O)C1CCN(c2nnc(-n3cccc3)s2)CC1 (stereo not drawn),-1,-2,-0.8,0,97,-8,9,1,0.3,0.7
COC1(C2=NCCN2)COc2ccccc2O1 (stereo not drawn),9,1,-2.9,2,104,0,3,3,0.1,-0.8
Cc1ccc(NC(=O)COC(=O)CCC2CCCC2)c(Br)c1,2,-2,0.6,-3,98,0,-2,-4,0.3,4.1
C=CC[C@]12C=C(OC)C(=O)C(OC)=C1O[C@@H](c1ccc3c(c1)OCO3)[C@H]2C,3,-2,-2.3,1,104,2,3,0,0.0,0.8
CCOc1ccc(S(=O)(=O)Nc2ccc(C(=O)NCC3CCCO3)cc2)cc1 (stereo not drawn),4,-2,-0.1,0,91,-5,-6,3,0.1,-3.1
CC(C)CNC(=S)NC1CC2CCCC(C1)N2Cc1cccs1 (stereo not drawn),6,-3,-1.2,-2,98,1,-6,-6,0.1,-0.1
Cc1ccc(-n2c(C)cc(/C=N/NC(=O)c3ccncc3)c2C)c(C)c1,-6,-4,-1.5,0,100,-4,1,-9,0.1,-1.4
CC(C)(C)CC(C)(C)NCC(O)COCCOc1ccc(Br)cc1 (stereo not drawn),-8,1,-3.0,17,92,-3,4,-13,1.0,5.5
Cc1onc(-c2ccccc2Cl)c1C(=O)Nc1ccc(OCC(=O)N2CCOCC2)cc1,-2,1,1.2,2,77,-1,2,9,0.1,-1.0
Cc1cc(C)n(-c2nnc(C)n2N)n1,-2,0,-1.1,1,96,18*,2,-5,0.1,-1.4
O=C(CN1C(=O)c2ccccc2C1=O)N1CCOCC1,0,0,-1.8,0,93,1,5,-4,-0.2,-0.4
O=C(c1ccccc1SCc1ccc(F)cc1)N1CCOCC1,4,1,-1.1,3,102,3,3,0,-0.5,-2.5
OCC1OC(n2cnc3c(SCc4ccccc4)nc(NO)nc32)C(O)C1O (stereo not drawn),-3,-2,-3.1,-11,100,-5,1,0,0.1,-2.1
O=C(Nc1ccccc1N1CCCCC1)c1cnccn1,-9,-1,-2.5,0,97,4,4,3,0.9,1.5
Cc1ccc(S(=O)(=O)N2CCOCC2)cc1C(=O)Nc1ccccc1N1CCCC1,2,1,-0.6,-2,95,6,5,1,0.0,-1.5
CN(Cc1ccccc1)C(=O)c1cccc(NC(=O)Cc2ccc(NC(=O)C3CCN(C(=O)C4CCCC4)CC3)cc2)c1,-2,-3,-1.4,5,91,-1,-5,-4,0.0,-0.1
CCC1CCCCN1CCNC(=O)C1CCN(S(=O)(=O)c2c(C)noc2C)CC1 (stereo not drawn),-5,1,-1.9,4,91,2,-1,-1,-0.2,-0.1
O=C(CN1CCCCC1)NNc1nc(-c2ccccc2)c2cc(Cl)ccc2n1,5,0,0.0,2,101,-6,9,20,0.6,-2.6
O=C(/C=C/c1cccc(O)c1)c1ccc(N2CCOCC2)cc1,-2,-5,-0.6,18,98,3,3,-6,1.0,-2.4
CCOC(=O)C1CCN(S(=O)(=O)c2ccccc2[N+](=O)[O-])CC1,-8,1,0.2,11,97,6,11,-2,0.2,0.0
C=CCN(C(=O)COc1ccccc1)c1nnc(-c2ccncc2)s1,0,-2,0.2,1,84,0,-2,1,0.1,1.6
Cc1ccc(C(C(=O)NC2CCCCC2)N(CCCN2CCOCC2)C(=O)c2snc(C(N)=O)c2N)cc1 (stereo not drawn),-12,0,-0.6,-7,99,-5,18,5,0.0,0.8
Cc1ccc(S(=O)(=O)N2CCN(C(=O)CCOc3cc(C)ccc3C)CC2)cc1,-10,-7,0.3,-6,98,1,-1,-6,0.5,-0.3
CCOC(=O)N1CCC(NC(=O)c2ccc3c(c2)N(C)C(=O)/C(=C/c2cccc(OC)c2)S3)CC1,30,-7,-0.4,-7,111,-4,9,35,1.0,-0.6

# The listing continues.
SMILES,Granule exo inh,N-glyco inh,iPSC survival up,ABHD5-PLIN5 inh,ABCB6 inh MLPCN,m5-HT2A agonist,MC4R antagonist,Cardio protect,aDG glyco act,MC4R barr agon
Cc1cc(N/N=C(/CCC(=O)O)C(=O)O)nc2ccccc12,1,0,-1.5,4,108,1,21,6,0.7,1.1
CCS(=O)(=O)N1Cc2ccccc2CC1C(=O)N1CCN(c2ccccc2)CC1 (stereo not drawn),0,-1,-0.9,-2,94,-3,2,1,0.4,-1.0
CC(=O)C1=C(C)NC2=C(C(=O)c3ccccc32)C1c1ccccc1 (stereo not drawn),0,1,-0.3,-3,98,-4,0,27,-0.2,-3.7
CCOC(=O)c1oc2cccc(O)c2c1CN(Cc1ccccc1)C(C)=O,-3,-2,-2.5,-5,89,2,3,5,0.2,-2.9
CCc1ccc(/C=N/Nc2nn[nH]n2)cc1,2,1,3.6,-5,95,0,17,0,-0.2,0.5
Cc1cc(C)cc(C(=O)NCC(=O)OCC(=O)NC2CC2)c1,-1,1,3.1,6,97,-2,14,0,0.2,-0.8
CCN(CC)CCNC(=O)C1c2ccccc2C(=O)N(CCOC)C1c1ccc(F)cc1 (stereo not drawn),7,1,0.5,-4,81,-4,-1,0,0.2,-1.3
COc1ccc(NS(=O)(=O)c2cccc(C(=O)N3CCCC(C)C3)c2)cc1 (stereo not drawn),-4,0,-0.4,11,101,5,5,-4,-0.1,-0.8
O=C(CCn1c(=O)oc2ccccc21)Nc1nccs1,-1,0,-1.0,-1,100,4,0,9,-0.2,-0.5
CCOc1ccc(NC(=O)CC(Cc2cc(C)cc(C)c2)C(=O)O)cc1 (stereo not drawn),-10,1,1.1,3,98,5,9,8,0.1,-0.8
CCOC(=O)C1CCN(C(=O)CN2C(=O)c3cccnc3Oc3ccc(C)cc32)CC1,-4,0,0.6,-9,91,-2,-3,6,0.1,1.1
CCc1nnc2c(NCCc3ccc(OC)c(OC)c3)nc3ccccc3n12,8,5,0.8,8,96,0,-62,11,0.1,-0.8
Cc1c(C(=O)OCC(=O)N2CCC(C)CC2)oc2ccccc12,8,-3,0.1,2,94,1,-5,-3,0.3,-1.7
NC(=O)c1nn(Cc2ccccc2)c(=O)c2ccccc12,-8,-2,1.5,11,99,3,12,13,0.2,0.2
COc1ccc(-n2c(C)nnc2SCC(=O)Nc2ccccc2F)cc1,-21,1,1.1,3,96,-2,4,1,0.0,-0.8
COc1ccc(Nc2nc3ccccc3nc2C)cc1,3,1,8.9,1,144,-5,3,10,0.0,0.0
Cc1cccc(N=c2oc3cc(O)ccc3cc2C(N)=O)c1,0,-6,-3.5,-2,98,7,2,-15,-0.4,0.9
O=C(N/N=C/c1ccc(Br)o1)c1cccnc1,-2,2,-1.3,-3,91,0,16,-5,0.1,0.8
CCC1CCC2(CC1)NC(=O)N(CC(=O)Nc1cccc(S(=O)(=O)N(C)c3ccccc3)c1)C2=O (stereo not drawn),-2,-1,-0.4,-4,100,-5,17,-6,0.0,-0.4
O=C(COC(=O)c1c2c(nc3ccccc13)/C(=C\c1cccs1)CCC2)Nc1ccccc1,2,-5,0.5,0,104,-3,6,14,-0.1,-3.2
CC(=O)N1CC2(C)CN(C(C)=O)CC(C)(C1)C2,-9,2,-2.1,-4,101,0,13,-3,0.2,-1.9
O=C(Nc1ccc2c(c1)nc1n2CCSC1)c1ccco1,-1,-19,-4.6,-1,92,0,-6,-13,-0.2,-2.5
CC(C)OCCCNC(=O)CN1C(=O)/C(=C/c2ccccc2)Sc2ccccc21,-1,-4,0.7,-2,96,-4,11,-2,-0.1,-1.2
Cc1ccc(NC(=O)C(=O)Nc2ccccn2)cc1,6,-20,-2.6,1,90,3,0,-18,-0.2,-1.1
COC(=O)Nc1ccc(SCC(=O)c2ccc(Cl)cc2)cc1,24,-2,1.6,-25,96,-3,-14,-11,0.2,-1.9
CC1CC(C)CN(C(=O)CNC(=O)c2sc3ccccc3c2Cl)C1 (stereo not drawn),2,-3,-0.3,-2,98,-6,-5,7,-0.2,-0.3
Nc1ccc(N2CCN(c3ccc(F)cc3)CC2)cc1,-3,0,0.6,1,103,-2,4,-2,-0.4,-0.2

# Records listed above marked active in m5-HT2A agonist:
SMILES,Granule exo inh,N-glyco inh,ABHD5-PLIN5 inh,ABCB6 inh MLPCN,m5-HT2A agonist,MC4R antagonist,aDG glyco act,MC4R barr agon
Cc1cc(C)n(-c2nnc(C)n2N)n1,-2,0,1,96,18*,2,0.1,-1.4

# Given with values under each structure: 2 of the compounds above
# The line under a structure holds: Granule exo inh | N-glyco inh | iPSC survival up | ABHD5-PLIN5 inh | ABCB6 inh MLPCN | m5-HT2A agonist | MC4R antagonist | Cardio protect | aDG glyco act | MC4R barr agon
CCC1CCC2(CC1)NC(=O)N(CC(=O)Nc1cccc(S(=O)(=O)N(C)c3ccccc3)c1)C2=O (stereo not drawn)
→ -2 | -1 | -0.4 | -4 | 100 | -5 | 17 | -6 | 0.0 | -0.4
O=C(COC(=O)c1c2c(nc3ccccc13)/C(=C\c1cccs1)CCC2)Nc1ccccc1
→ 2 | -5 | 0.5 | 0 | 104 | -3 | 6 | 14 | -0.1 | -3.2

# Looked up by compound from the list above (3):
SMILES,Granule exo inh,N-glyco inh,iPSC survival up,ABHD5-PLIN5 inh,ABCB6 inh MLPCN,m5-HT2A agonist,MC4R antagonist,Cardio protect,aDG glyco act,MC4R barr agon
CC(=O)N1CC2(C)CN(C(C)=O)CC(C)(C1)C2,-9,2,-2.1,-4,101,0,13,-3,0.2,-1.9
CCS(=O)(=O)N1Cc2ccccc2CC1C(=O)N1CCN(c2ccccc2)CC1 (stereo not drawn),0,-1,-0.9,-2,94,-3,2,1,0.4,-1.0
Cc1cc(N/N=C(/CCC(=O)O)C(=O)O)nc2ccccc12,1,0,-1.5,4,108,1,21,6,0.7,1.1
